USP1-UAF1 inh = inhibitors of human USP1/UAF1 deubiquitinase. O94782. recombinant USP1/UAF1, Ub-Rhodamine cleavage fluorescence. Potency, µM (series often up to 57.1 µM), without a hit: at the top dose activity change, negative = inhibition, actives largely listed as inhibitors. 390,000 compounds, 0.23% hits; also: potency is read from the fitted curve at half-maximal effect; % is scaled to controls: 0 for no effect and ±100 for the full control effect; nearly all actives have a fitted effect of over 60% in size; inactives centre near -12
Target sequence (O94782 whole entry, looked up): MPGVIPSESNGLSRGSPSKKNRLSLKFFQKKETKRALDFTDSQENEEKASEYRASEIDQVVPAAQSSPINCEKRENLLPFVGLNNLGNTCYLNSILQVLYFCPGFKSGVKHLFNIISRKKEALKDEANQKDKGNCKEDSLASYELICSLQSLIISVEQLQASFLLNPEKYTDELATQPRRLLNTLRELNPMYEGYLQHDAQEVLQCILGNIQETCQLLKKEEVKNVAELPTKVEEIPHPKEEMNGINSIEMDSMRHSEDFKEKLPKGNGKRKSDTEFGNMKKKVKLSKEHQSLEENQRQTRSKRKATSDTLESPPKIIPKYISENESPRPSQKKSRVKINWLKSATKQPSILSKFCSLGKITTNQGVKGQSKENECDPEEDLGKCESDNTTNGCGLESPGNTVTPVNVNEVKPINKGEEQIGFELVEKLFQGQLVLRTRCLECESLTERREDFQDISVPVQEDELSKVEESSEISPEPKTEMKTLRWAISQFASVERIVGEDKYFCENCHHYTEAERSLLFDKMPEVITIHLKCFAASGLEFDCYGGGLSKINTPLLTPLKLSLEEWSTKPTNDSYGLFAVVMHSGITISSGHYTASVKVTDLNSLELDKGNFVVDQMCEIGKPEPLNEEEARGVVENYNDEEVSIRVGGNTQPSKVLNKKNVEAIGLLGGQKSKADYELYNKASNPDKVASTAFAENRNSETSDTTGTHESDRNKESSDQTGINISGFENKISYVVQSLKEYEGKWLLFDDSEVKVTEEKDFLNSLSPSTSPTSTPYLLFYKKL
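Step one: compound is pinned into 1nM USP1/UAF1 in HEPES pH 7.8 buffer with TCEP. Step two: 15 min room-temperature incubation. Step three: Ub-Rho (150nM final) starts cleavage, tracked by fluorescence over six one-minute reads.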
TrxR1 substrate = substrates of rat thioredoxin reductase 1 | O89049 | purified TrxR1 substrate turnover, NADPH consumption readout | Potency, µM (highest dose often 114 µM), inactives show at the highest dose activity change, negative = substrate turnover | 390,000 compounds, 0.01% hits | AID 588456; also: potency is read from the fitted curve at half-maximal effect; % is scaled to controls: 0 for no effect and ±100 for the full control effect; nearly all actives have a fitted effect of over 50% in size
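Rat TrxR1, dispensed at 90 nM, was prereduced with 400 uM NADPH (final) for 5 min at ~22 deg C, then incubated with compound 15 min before 400 uM selenite. A first-read NADPH fluorescence drop versus no-compound background flagged substrates.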
GRP78 ERSR act = inducers of ER stress response in human glioma cells | U87-MG GRP78 promoter luciferase reporter, 16 h | Potency, µM, for the others: at the top dose activation, most hits filed as activators | 420,000 compounds, 0.02% hits | AID 602332; also: potency is read from the fitted curve at half-maximal effect; series mostly up to about 76 µM; % of control where 0% means no effect; nearly all actives have a fitted effect of over 35% in size
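ERSR induction read as luciferase luminescence (Bright-Glo, 10 min at room temperature) in stably transfected human U87-MG glioma cells exposed to compounds for 16 h, using GRP78 as sensor.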
RGS4 inh = blocks human RGS4-accelerated GTP hydrolysis. P49798. Transcreener GDP fluorescence polarization, RGS4-accelerated GTP hydrolysis. Potency, µM (doses to about 114 µM), inactives show at the top dose activity change, negative = inhibition, usual class: inhibitors. 390,000 compounds, 0.039% hits; also: potency is read from the fitted curve at half-maximal effect; % is scaled to controls: 0 for no effect and ±100 for the full control effect; nearly all actives have a fitted effect of over 75% in size; some results filed as inactive show a strong effect at the top dose
Target sequence (P49798 whole entry, looked up): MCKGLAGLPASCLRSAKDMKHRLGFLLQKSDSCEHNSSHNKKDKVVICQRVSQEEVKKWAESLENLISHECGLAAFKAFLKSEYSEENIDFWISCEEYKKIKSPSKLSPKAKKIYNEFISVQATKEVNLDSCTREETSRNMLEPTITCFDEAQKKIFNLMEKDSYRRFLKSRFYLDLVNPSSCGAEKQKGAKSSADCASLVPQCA
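MLSMR compounds (23 nl, pin-transferred) preincubated 10 min at room temperature with a 500nM (2x) first reagent, then RGS4 at 900nM (2x) plus Transcreener GDP mix added; fluorescence polarization (620/688 nm) read before and after 90 min at 30 °C.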
Vif-A3F inh = Vif-A3F binding inhibition; 390,000 compounds, 0.2% hits; HeLa A3F-eYFP + Vif (tagged APOBEC3F with the HIV-1 protein that degrades it), YFP fluorescence increase; AID 602313; Potency, µM (series often up to 46.1 µM), for inactives: at the highest dose activity, negative = active; also: potency is read from the fitted curve at half-maximal effect; % of control where 0% means no effect; nearly all actives have a fitted effect of over 65% in size
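HeLa cells stably expressing A3F-eYFP plus Vif, plated and incubated overnight at 37 deg C, then exposed to compounds overnight at 37 deg C. Blocked degradation read as raised yellow fluorescence (Ex 488/Em 500-530).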
TrxR1 inh = inhibitors of rat thioredoxin reductase 1; recombinant rTrxR1, NADPH fluorescence consumption, selenite substrate; O89049; Potency, µM (series often up to 114 µM), for the others: at the highest dose activity change, negative = inhibition, most hits filed as inhibitors; 390,000 compounds, 1% hits; also: potency is read from the fitted curve at half-maximal effect; % is scaled to controls: 0 for no effect and ±100 for the full control effect; nearly all actives have a fitted effect of over 65% in size
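Rat TrxR1 (90 nM in the dispensed reagent) was pre-reduced with 400 uM NADPH for 5 min at room temperature, then incubated with compound for 15 min. After 400 uM selenite was added, NADPH fluorescence (Ex 340/Em 450 nm) was followed for 8 min.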
Vif-APOBEC3G blk = Vif-A3G binding inhibition | Q9HC16 | HeLa A3G-eYFP + Vif (tagged APOBEC3G with the HIV-1 protein that degrades it), YFP fluorescence, overnight | Potency, µM (doses to about 46.1 µM), for the others: at the highest dose activity, negative = active, most hits filed as inhibitors | 410,000 compounds, 0.076% hits;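 also: potency is read from the fitted curve at half-maximal effect; % is scaled to controls: 0 for no effect and ±100 for the full control effect; nearly all actives have a fitted effect of over 60% in size; hits raise eYFP signal because A3G escapes Vif-driven loss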
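Read-out is eYFP fluorescence (Ex 488/Em 500-530) from Vif-expressing HeLa A3G-eYFP cells; more signal means A3G escaped Vif-mediated degradation. Cells plated overnight, compound pinned in, incubated overnight at 37 deg C.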
LDHA inh = LDHA (human) enzyme inhibition | purified LDHA, NADH/diaphorase-resazurin fluorescence; stronger effect = lower value | activity change, % (values are at about 110 or 230 µM) | 480,000 compounds, 0.15% hits; in the data active = activity change below about -30%; inconclusive = mostly about -25% to -30%;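 also: plate controls were DMSO wells for no effect and wells without enzyme for full effect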
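Human LDH5 (2 nM) was incubated with 0.06 mM NADH and 0.2 mM pyruvate for 5 min at room temperature in Tris pH 7.4. Remaining NADH was coupled through diaphorase/resazurin, and resorufin fluorescence was read at 0 and 20 min.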
IDH1 R132H inh = inhibitors of human mutant IDH1 R132H | O75874 | IDH1-R132H enzyme, NADPH consumption, diaphorase/resazurin fluorescence | Potency, µM (top dose mostly 76.6 µM), inactives show at the highest dose activity change, negative = inhibition, hits mostly inhibitors | 390,000 compounds, 0.093% hits; also: potency is read from the fitted curve at half-maximal effect; % is scaled to controls: 0 for no effect and ±100 for the full control effect; nearly all actives have a fitted effect of over 65% in size
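IDH1-R132H (0.5 ug/mL dispensed) in pH 7.5 Tris buffer was preincubated 30 min with compound, then given a substrate mix of 0.016 mM NADPH and 2 mM alpha-KG for 80 min at room temperature; remaining NADPH was read by diaphorase/resazurin fluorescence.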
* marks the source's active call; other numbers are inactive results; & = joins results of further samples; [ ] = remark or other dose. Unless noted, calls follow the shape of the dose curve; as a rule, active = well fitted curve in the direction sought with a large enough effect; inconclusive = small, poorly fitted or top-dose-only effect, or another doubt; inactive = no such curve, though single readings can be large; an effect the other way counts as inactive or inconclusive. A portion of the library, so the mix of outcomes need not match the whole.

Screening O=C(Cc1ccccc1)NC(NCCCN1CCOCC1)(C(F)(F)F)C(F)(F)F returned USP1-UAF1 inh -7%, TrxR1 substrate -2%, GRP78 ERSR act -7%, RGS4 inh 7%, Vif-A3F inh -6%, TrxR1 inh -8%, Vif-APOBEC3G blk -3%, LDHA inh -8 and IDH1 R132H inh 1%.
For O=C(O)C1CCN(S(=O)(=O)c2ccc(Oc3ccccc3)cc2)CC1 the results were USP1-UAF1 inh -19%, TrxR1 substrate 6%[57.1 µM], GRP78 ERSR act -3%, RGS4 inh -15%, Vif-A3F inh -3%, TrxR1 inh 1%[57.1 µM], Vif-APOBEC3G blk 0%, LDHA inh -7 and IDH1 R132H inh -8%.
Screening Cc1cc(=O)[nH]c(SCC(=O)Nc2ccccc2[N+](=O)[O-])n1 returned USP1-UAF1 inh -17%, TrxR1 substrate 0%, GRP78 ERSR act -3%, RGS4 inh 10%, Vif-A3F inh -20%, TrxR1 inh 5%, Vif-APOBEC3G blk 7%, LDHA inh -1 and IDH1 R132H inh 6%.
`Cc1ccc(O)c(NC(=O)CCCC(=O)O)c1` gave USP1-UAF1 inh -21%, TrxR1 substrate 15%, GRP78 ERSR act -3%, RGS4 inh 1%, Vif-A3F inh -5%, TrxR1 inh 25%, Vif-APOBEC3G blk -7%, LDHA inh -2 and IDH1 R132H inh -3%.
For Cc1ccc(S(=O)(=O)N2CCC(C(=O)NCc3ccncc3)CC2)cc1 the results were USP1-UAF1 inh -15%, TrxR1 substrate 3%, GRP78 ERSR act 1%, RGS4 inh 19%, Vif-A3F inh -3%, TrxR1 inh 11%, Vif-APOBEC3G blk -1%, LDHA inh -16 and IDH1 R132H inh -5%.
For CC(C)CNC(=O)C1CCCN(S(=O)(=O)c2ccc(-n3cnnn3)cc2)C1 (stereo not given) the results were USP1-UAF1 inh -9%, TrxR1 substrate 5%, GRP78 ERSR act -1%, RGS4 inh -31%, Vif-A3F inh 4%, TrxR1 inh 7%, Vif-APOBEC3G blk 1%, LDHA inh -3 and IDH1 R132H inh 3%.
`Cc1c(C(=O)N(C)Cc2ccccc2)sc2nc(-c3ccc(F)cc3)cn12` gave USP1-UAF1 inh -13%, TrxR1 substrate 3%[57.1 µM], GRP78 ERSR act -4%, RGS4 inh -24%, Vif-A3F inh -3%, TrxR1 inh 5%[57.1 µM], Vif-APOBEC3G blk -10%, LDHA inh 2 and IDH1 R132H inh 21%.
For CC1CCCN(S(=O)(=O)c2cccc3nonc23)C1 (stereo not given) the results were USP1-UAF1 inh -19%, TrxR1 substrate -1%, GRP78 ERSR act -7%, RGS4 inh 15%, Vif-A3F inh -8%, TrxR1 inh 12%, Vif-APOBEC3G blk 0%, LDHA inh -2 and IDH1 R132H inh -14%.
Screening O=c1[nH]c2ccccc2c(O)c1SCCO returned USP1-UAF1 inh -5%, TrxR1 substrate 0%, GRP78 ERSR act -1%, RGS4 inh -3%, Vif-A3F inh 1%, TrxR1 inh 6%, Vif-APOBEC3G blk 0%, LDHA inh 5 and IDH1 R132H inh 2%.
`COC(=O)c1sc(S(=O)(=O)Oc2ccccc2NC(C)=O)c(C(=O)OC)c1C` gave USP1-UAF1 inh -20%, TrxR1 substrate -6%, GRP78 ERSR act -5%, RGS4 inh -31%, Vif-A3F inh 3%, TrxR1 inh -14%, Vif-APOBEC3G blk -6%, LDHA inh 1 and IDH1 R132H inh 10%.

Among those listed so far, these contain a halogen:
Screening O=C(Cc1ccccc1)NC(NCCCN1CCOCC1)(C(F)(F)F)C(F)(F)F returned USP1-UAF1 inh -7%, TrxR1 substrate -2%, GRP78 ERSR act -7%, RGS4 inh 7%, Vif-A3F inh -6%, TrxR1 inh -8%, Vif-APOBEC3G blk -3%, LDHA inh -8 and IDH1 R132H inh 1%.
`Cc1c(C(=O)N(C)Cc2ccccc2)sc2nc(-c3ccc(F)cc3)cn12` gave USP1-UAF1 inh -13%, TrxR1 substrate 3%[57.1 µM], GRP78 ERSR act -4%, RGS4 inh -24%, Vif-A3F inh -3%, TrxR1 inh 5%[57.1 µM], Vif-APOBEC3G blk -10%, LDHA inh 2 and IDH1 R132H inh 21%.

Other records.
Screening CC(NC(=O)CN(C)Cc1cccs1)c1ccccc1 (stereo not given) returned USP1-UAF1 inh -18%, TrxR1 substrate 5%, GRP78 ERSR act -1%, RGS4 inh -10%, Vif-A3F inh 0%, TrxR1 inh -13%, Vif-APOBEC3G blk 5%, LDHA inh 1&4 and IDH1 R132H inh 0%.
CN(NC1OC(=O)c2ccccc21)c1ccccc1[N+](=O)[O-] (stereo not given) was read as USP1-UAF1 inh -5%, TrxR1 substrate 4%[11.4 µM], GRP78 ERSR act -2%, RGS4 inh 17%, Vif-A3F inh 0%, TrxR1 inh 13%[11.4 µM], Vif-APOBEC3G blk -2%, LDHA inh -12 and IDH1 R132H inh 6%.
`COc1ccccc1C(=O)Nc1onc2c1CCCC2` gave USP1-UAF1 inh 0%, TrxR1 substrate 0%, GRP78 ERSR act -10%, RGS4 inh 7%, Vif-A3F inh 3%, TrxR1 inh 15%, Vif-APOBEC3G blk -4%, LDHA inh -3 and IDH1 R132H inh 9%.
Screening CCn1c2ccccc2c2cc(CN3CCN(S(C)(=O)=O)CC3)ccc21 returned USP1-UAF1 inh -20%, TrxR1 substrate -5%, GRP78 ERSR act -3%, RGS4 inh -3%, Vif-A3F inh 5%, TrxR1 inh -4%, Vif-APOBEC3G blk 5%, LDHA inh 0 and IDH1 R132H inh 2%.
COc1ccc(CCNC(=O)CCn2c(=O)c3ccccc3n(CC(=O)Nc3ccc(C)cc3C)c2=O)cc1OC was read as USP1-UAF1 inh -15%, TrxR1 substrate 0%, GRP78 ERSR act -1%, RGS4 inh inconclusive, Vif-A3F inh -7%, TrxR1 inh -2%, Vif-APOBEC3G blk -6%, LDHA inh 0 and IDH1 R132H inh 0%.
For CC(C)Oc1ccc(CNC(=O)c2ccc3c(c2)N(C)C(=O)C2CCCCN32)cc1 (stereo not given) the results were USP1-UAF1 inh -1%, TrxR1 substrate 0%[57.1 µM], GRP78 ERSR act 0%, RGS4 inh 23%, Vif-A3F inh -16%, TrxR1 inh 14%[57.1 µM], Vif-APOBEC3G blk -3%, LDHA inh 2 and IDH1 R132H inh 2%.
For COc1ccccc1N1CCN(C2CCN(C(=O)COc3ccccc3)CC2)CC1 the results were USP1-UAF1 inh -19%, TrxR1 substrate -15%, GRP78 ERSR act -3%, RGS4 inh 3%, Vif-A3F inh -12%, TrxR1 inh -22%, Vif-APOBEC3G blk 7%, LDHA inh -12 and IDH1 R132H inh -1%.
CC(C)C(=O)NS(=O)(=O)c1ccc(NS(C)(=O)=O)cc1 was read as USP1-UAF1 inh -15%, TrxR1 substrate 0%, GRP78 ERSR act -2%, RGS4 inh 9%, Vif-A3F inh 1%, TrxR1 inh 12%, Vif-APOBEC3G blk -5%, LDHA inh -7 and IDH1 R132H inh 0%.
C=CCNC(=S)N/N=C(\C)c1cccnc1 was read as USP1-UAF1 inh -11%, TrxR1 substrate 4%[57.1 µM], GRP78 ERSR act -3%, RGS4 inh 8%, Vif-A3F inh inconclusive, TrxR1 inh 15%[57.1 µM], Vif-APOBEC3G blk -171%, LDHA inh -2 and IDH1 R132H inh 1%.
Screening COc1ccc(C2CC(c3ccccc3Br)=NN2c2ccc(S(N)(=O)=O)cc2)cc1 (stereo not given) returned USP1-UAF1 inh inconclusive, TrxR1 substrate 121%[activator], GRP78 ERSR act 0%, RGS4 inh inconclusive, Vif-A3F inh -13%, TrxR1 inh 7%, Vif-APOBEC3G blk -18%, LDHA inh 1 and IDH1 R132H inh -6%.
Cc1ccccc1OCC(=O)Nc1ccc2nc(SCc3ccccc3)sc2c1 was read as USP1-UAF1 inh -25%, TrxR1 substrate 3%, GRP78 ERSR act 0%, RGS4 inh -19%, Vif-A3F inh -6%, TrxR1 inh 21%, Vif-APOBEC3G blk 2%, LDHA inh -1 and IDH1 R132H inh 4%.
Screening CCN(CC)CCNC(=O)c1ccc(Cn2c(SCc3ccccc3)nc3cccnc32)cc1 returned USP1-UAF1 inh 6%, TrxR1 substrate -3%, GRP78 ERSR act 0%, RGS4 inh 1%, Vif-A3F inh -17%, TrxR1 inh -6%, Vif-APOBEC3G blk 2%, LDHA inh -6 and IDH1 R132H inh -7%.
For CCOc1ccc(S(=O)(=O)N2CCN(S(=O)(=O)c3ccc(C(C)=O)cc3)CC2)cc1 the results were USP1-UAF1 inh -15%, TrxR1 substrate -2%, GRP78 ERSR act -6%, RGS4 inh 2%, Vif-A3F inh 5%, TrxR1 inh -3%, Vif-APOBEC3G blk 1%, LDHA inh -7 and IDH1 R132H inh -2%.
For O=C(O)CC/C(=N/NC(=O)c1cccs1)c1ccccc1 the results were USP1-UAF1 inh 6%, TrxR1 substrate -10%, GRP78 ERSR act 0%, RGS4 inh -30%, Vif-A3F inh 3%, TrxR1 inh -8%, Vif-APOBEC3G blk 4%, LDHA inh 0 and IDH1 R132H inh 4%.
